Compound activity deposited in PubChem by several laboratories.
Mcl1 Bid PPI: disrupts binding of human Mcl-1 to Bid peptide | TR-FRET Mcl-1/Bid-Dy647 peptide binding, 1536-well | inhibition, % at 21.7 µM | 220,000 tested, 0.97% active | AID 1021;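 active = compounds that cut the binding signal by more than half at the single screening dose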;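 also: His-tagged Mcl-1 with europium anti-His antibody binding Bid BH3 peptide; 0% = Mcl-1 plus peptide wells and 100% = peptide-only wells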
Target sequence (Q07820 whole entry, looked up): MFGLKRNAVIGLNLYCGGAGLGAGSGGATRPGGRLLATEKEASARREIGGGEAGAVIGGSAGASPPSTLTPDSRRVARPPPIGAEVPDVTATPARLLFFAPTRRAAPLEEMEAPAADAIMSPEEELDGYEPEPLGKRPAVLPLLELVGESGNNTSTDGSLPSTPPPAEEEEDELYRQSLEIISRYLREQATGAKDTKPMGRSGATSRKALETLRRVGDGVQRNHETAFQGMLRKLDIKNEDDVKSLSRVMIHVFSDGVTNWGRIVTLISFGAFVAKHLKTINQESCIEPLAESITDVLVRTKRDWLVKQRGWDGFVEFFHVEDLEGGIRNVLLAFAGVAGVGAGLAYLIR
HRas wt GTP bind: changes GTP binding to wildtype human HRas. P01112. GST-Ras wt beads, Bodipy-FL-GTP binding, flow cytometry; actives lie on both sides. 190,000 tested, 0.14% active. GTP binding activity, % at 10 µM;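 active = GTP binding activity at least 20% away from the 100% baseline, either lowered as inhibitor or raised as activator; inconclusive = flagged as likely green fluorescent, judged across all proteins in the well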;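 also: 0% = unlabeled GTP competition control and 100% = no-compound control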
Cdc42 wt: changes GTP binding to wildtype human Cdc42; 190,000 tested, 0.2% active; P60953; GST-Cdc42 beads, Bodipy-GTP binding, flow cytometry; actives lie on both sides; percent activity (GTP binding), % at 10 µM;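 active = percent activity GTP binding at least 20 points away from the 100% baseline, either down as inhibitor or up as activator; inconclusive = compound flagged as likely green fluorescent from well-wide comparison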;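 also: median bead fluorescence of bound Bodipy-FL-GTP at 100 nM; 0% = excess unlabeled GTP control and 100% = no compound control; below 100% means less GTP binding so inhibitor and above means activator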
Target sequence (P60953 whole entry, looked up): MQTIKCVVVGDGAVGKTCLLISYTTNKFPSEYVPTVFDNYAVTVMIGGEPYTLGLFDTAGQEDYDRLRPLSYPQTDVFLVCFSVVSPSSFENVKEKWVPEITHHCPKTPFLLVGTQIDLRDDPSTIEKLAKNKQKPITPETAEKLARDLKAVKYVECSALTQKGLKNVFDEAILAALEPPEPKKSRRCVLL
Rac1 wt GTP bind: alters GTP binding to wildtype human Rac1 | P63000 | GST-Rac1 beads, fluorescent GTP binding, flow cytometry; actives lie on both sides; 0 = cold GTP competed, 100 = untreated | GTP binding activity (% of control), % at 10 µM | 190,000 tested, 0.27% active | AID 757;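 active = GTP binding activity at least 20 points away from the 100% control level, either lower or higher; inconclusive = compound flagged as likely green fluorescent, judged across all proteins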
Rab2A wt mod: changes GTP binding to wildtype dog Rab2A, up or down; GST-Rab2 wt beads, Bodipy-GTP binding, flow cytometry; GTP binding activity, % at 10 µM; 190,000 tested, 0.19% active; AID 760;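 active = GTP binding activity at least 20 points away from 100%, either lowered or raised; inconclusive = signal likely due to the compound's own green fluorescence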;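 also: 0% = beads with excess unlabeled GTP and 100% = no-compound control corrected for plate trend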
Bim-Mcl-1: inhibitors of Bim-Mcl-1 interaction, human. inhibition, % at 10 µM. 190,000 tested, 0.1% active. Q07820. Bead-based flow cytometry, Bim peptide-Mcl-1 binding; in the data active = inhibition above about 40%;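 also: 0% = no compound tracer wells and 100% = peptide blocker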
Mcl1 Noxa PPI: disrupts binding of human Mcl-1 to Noxa peptide | Q07820 | TR-FRET Mcl-1/Noxa peptide binding, 2 h | inhibition, % at 21.7 µM | 220,000 tested, 1.5% active;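 active = compounds that cut the protein-peptide binding signal by more than 50% relative to plate controls in a single-dose test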;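 also: His-tagged Mcl-1 with rhodamine Noxa BH3 peptide and terbium anti-His antibody; 0% = Mcl-1 plus Noxa peptide wells and 100% = peptide-only wells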
Rab7 wt GTP bind: dog Rab7 wildtype GTP binding, inhibitors and activators | AID 758 | GTP binding activity (percent of control), % at 10 µM | GST-Rab7 beads, fluorescent GTP binding, flow cytometry; actives lie on both sides; untreated = 100%, excess cold GTP = 0% | 190,000 tested, 0.055% active;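 active = fluorescent GTP binding to Rab7 beads changed by at least 20 points from the 100% baseline, either direction, mostly lower; inconclusive = compound itself probably fluorescent, or too few beads counted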;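 also: median green fluorescence of bound Bodipy-FL-GTP per Rab7 bead population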
Rac1 act GTP bind: modulators of GTP binding to human Rac1 activated mutant; P63000; GST-Rac1 activated beads, fluorescent GTP binding, flow cytometry; actives lie on both sides; 100% means binding = to untreated wells; percent activity (GTP binding), % at 10 µM; 190,000 tested, 0.11% active;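 active = GTP binding at least 20 percentage points away from the 100% baseline, in either direction, so actives lie on both sides; inconclusive = Compound likely fluorescent itself, or too few beads counted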
Pf gametocyte: inhibitors of late stage P. falciparum gametocyte viability. P. falciparum stage V gametocytes, ATP luminescence, 24 h. inhibition, % at 10.9 µM. 150,000 tested, 0.065% active;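 active = inhibition above the mean plus 3 SD of compounds within the control limits, set per campaign, cut at about 38% in these data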;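 also: 0% = DMSO wells and 100% = medium only without gametocytes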
RGS8-Gao: modulates binding of RGS8 to human Galphao. P09471. multiplexed bead flow cytometry; actives lie on both sides. 220,000 tested, 0.34% active. response (percent of control binding), % at 10 µM; in the data active = response below about 60% or above about 140%; inactive = in between;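 also: Galphao activated as the GDP aluminium fluoride complex binding bead-coupled RGS8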
Target sequence (P09471 whole entry, looked up): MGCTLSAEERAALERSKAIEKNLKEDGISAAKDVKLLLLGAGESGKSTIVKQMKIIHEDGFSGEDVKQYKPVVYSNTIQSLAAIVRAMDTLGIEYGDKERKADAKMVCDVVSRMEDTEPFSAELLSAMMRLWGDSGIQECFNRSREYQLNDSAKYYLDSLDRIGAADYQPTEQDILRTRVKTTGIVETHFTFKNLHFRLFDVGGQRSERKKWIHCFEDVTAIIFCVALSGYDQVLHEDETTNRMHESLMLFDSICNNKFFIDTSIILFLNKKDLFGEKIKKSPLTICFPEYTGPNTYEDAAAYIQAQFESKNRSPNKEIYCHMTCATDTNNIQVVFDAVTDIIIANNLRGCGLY
Starred values were filed as active, the others as inactive; u = inconclusive; x = not tested or not shown.

SMILES | Mcl1 Bid PPI | HRas wt GTP bind | Cdc42 wt | Rac1 wt GTP bind | Rab2A wt mod | Bim-Mcl-1 | Mcl1 Noxa PPI | Rab7 wt GTP bind | Rac1 act GTP bind | Pf gametocyte | RGS8-Gao
Cc1ccccc1NCC(=O)N/N=C/c1c(C)c(C(=O)c2ccc(Cl)cc2)n2ccccc12 | -46 | 101 | 101 | 101 | 98 | -3 | -1 | 102 | 98 | 7 | 99
CCc1ccc(-c2nc(CN3CCC(C(=O)NCc4ccc(F)cc4)CC3)c(C)o2)cc1 | -36 | 96 | 100 | 97 | 95 | 0 | 7 | 96 | 96 | 22 | 102
CC(C)Cn1c(N)c(C(=O)NCC2CCCO2)c2nc3ccccc3nc21 (stereo unspecified) | -10 | 98 | 99 | 99 | 96 | 0 | 0 | 96 | 97 | -7 | 101
Cc1ccsc1C(=O)OCC(=O)Nc1c(Cl)cccc1C(F)(F)F | -5 | 100 | 99 | 101 | 100 | 0 | -1 | 103 | 100 | 11 | 95
CC(C)C[C@H](NC(=O)c1nc[nH]c1C(=O)NCCCCCNC(=O)OC(C)(C)C)C(=O)OCc1ccccc1 | -21 | 95 | 94 | 101 | 94 | -2 | -91 | 96 | 96 | 11 | 100
CCN(C(=O)CSc1nnnn1-c1ccccc1)c1c(N)n(Cc2ccccc2)c(=O)[nH]c1=O | -18 | 97 | 100 | 99 | 97 | -5 | 36 | 98 | 99 | -7 | 102
O=C1CN(C(=O)COC(=O)CNC(=O)c2ccc(Br)o2)c2ccccc2N1 | 6 | 93 | 90 | 98 | 91 | 0 | 12 | 91 | 100 | -2 | 95
O=S(=O)(Nc1nccs1)c1ccc(Nc2nnc(-c3ccccc3)c3ccccc23)cc1 | 16 | 95 | 99 | 99 | 97 | -5 | 68* | 98 | 96 | -17 | 101
COc1ccc(CC(NC(C)=O)C(=O)NC2CCN(c3nnnn3-c3ccccc3)CC2)cc1OC (stereo unspecified) | -11 | 98 | 97 | 101 | 100 | -3 | 6 | 105 | 97 | x | 102
COc1ccccc1CNC(=O)C(C)Sc1ccsc1[N+](=O)[O-] (stereo unspecified) | -3 | 94 | 97 | 94 | 93 | 0 | 8 | 96 | 93 | -6 | 105
COc1cccc(CNC(=O)C2CCN(S(=O)(=O)N3CCCC3)CC2)c1 | -16 | 100 | 102 | 102 | 101 | -6 | 24 | 99 | 98 | x | 105
CN(C)S(=O)(=O)c1ccc(C(=O)NNc2nc(-c3ccccc3)c3cc(Br)ccc3n2)cc1 | -33 | 83 | 85 | 78* | 82 | 10 | -42 | 90 | 88 | 6 | 102
C=CCn1c(SCC(=O)Nc2c(C)n(C)n(-c3ccccc3)c2=O)nc2scc(-c3ccccc3)c2c1=O | -30 | 100 | 100 | 100 | 96 | 3 | 9 | 99 | 98 | 12 | 98
NC(=O)COC(=O)c1cccnc1Nc1ccccc1F | -29 | 99 | 96 | 98 | 97 | 3 | -6 | 93 | 94 | -7 | 101
COC(/C=C/Nc1ccc(C)cc1)=C(C#N)C#N | 17 | 104 | 103 | 103 | 102 | 0 | 6 | 103 | 100 | -29 | 102
CCn1ncc(/C=N\NC(=O)c2cc(-c3ccc(C)cc3C)nc3ccccc23)c1C | 7 | 101 | 102 | 107 | 99 | -2 | 4 | 99 | 101 | x | 100
O=C(Nc1ccc2c(c1)ncn2C1CCCCC1)c1ccco1 | -4 | 103 | 104 | 106 | 102 | -1 | 7 | 103 | 103 | -12 | 98
CCC/C(O)=C1\C(=O)CC(c2ccccc2)CC1=NCCc1c(C)[nH]c2ccc(C)cc12 (stereo unspecified) | -13 | 103 | 104 | 111 | 101 | 2 | 3 | 99 | 99 | x | 52*
Cc1ccc(C(=O)CCC(=O)Nc2cccnc2)cc1C | -17 | 99 | 102 | 103 | 99 | -2 | 13 | 99 | 100 | x | 100
CN1CCN(C(=O)c2cc3nc(-c4ccco4)cc(C(F)(F)F)n3n2)CC1 | -4 | 98 | 98 | 97 | 99 | -8 | 0 | 103 | 96 | 4 | 99
O=C(N/N=C/c1ccc(OC(=O)c2cccs2)cc1)c1cccc(F)c1 | 9 | 100 | 103 | 104 | 100 | x | 25 | 101 | 100 | x | 96
CC(C)(C)c1ccc(C(=O)NCc2ccccc2)cc1 | 1 | 104 | 107 | 106 | 100 | -1 | 5 | 100 | 100 | -4 | 102
CC(=O)c1cc(-c2ccccc2)n(CC(=O)Nc2cccc(C)c2C)c1C | 24 | u | u | u | u | -2 | -35 | u | u | x | 100
CN(C)c1ccc(-n2cccc2/C=C2/SC(=Nc3ccc(F)cc3)NC2=O)cc1 | 2 | 96 | 99 | 104 | 98 | -7 | 4 | 97 | 95 | x | 99
Cc1cccc(C(=O)Nc2ccc(N3CCN(S(C)(=O)=O)CC3)cc2)c1 | -25 | 99 | 99 | 103 | 101 | 3 | -26 | 99 | 100 | 3 | 95
O=C1CN(S(=O)(=O)c2ccccc2)CCN1S(=O)(=O)c1ccccc1 | -3 | 102 | 101 | 104 | 102 | -7 | -6 | 98 | 99 | x | 99
O=c1c2ccccc2n2c(-c3ccc(F)cc3)nnc2n1Cc1ccccc1 | 9 | 100 | 103 | 104 | 98 | -1 | 8 | 98 | 99 | -2 | 96
Cc1cc(N2CCCCC2)nc2c(C)cccc12 | -17 | 95 | 96 | 96 | 102 | 0 | -7 | 97 | 94 | -24 | 103
Cc1cc(C)c2nc(SCC(=O)NC(=O)c3cccn3C)cc(C)c2c1 | 0 | 91 | 88 | 89 | 95 | -4 | 15 | 99 | 90 | x | 101
CCOc1ccc(C(C)=O)cc1Cc1c(O)nc(N)[nH]c1=O | 4 | 94 | 97 | 97 | 95 | -1 | 0 | 96 | 94 | 3 | 103
O=C(N=Nc1c(O)[nH]c2ccccc12)c1ccccc1NS(=O)(=O)c1cccs1 | -24 | 93 | 96 | 95 | 93 | 10 | 21 | 91 | 95 | -15 | 103
COc1cccc(/C(C)=N/Nc2ncc(Cl)cc2Cl)c1 | -10 | 102 | 98 | 99 | 100 | 0 | 13 | 104 | 100 | x | 97
CN1C(=O)CC(C(=O)O)SC1=Nc1cccc(C(F)(F)F)c1 (stereo unspecified) | 2 | 100 | 101 | 97 | 100 | -3 | 4 | 102 | 99 | 1 | 96
Cn1nc(C(C)(C)C)c([N+](=O)[O-])c1C(=O)NC(C)(C)C | -14 | 100 | 99 | 103 | 99 | -5 | 1 | 103 | 99 | 23 | 76
c1ccc(-c2nc3ccccc3nc2N2CCOCC2)cc1 | 5 | 100 | 100 | 103 | 98 | -3 | -6 | 98 | 98 | -9 | 98
CN(C)S(=O)(=O)c1cccc(NC(=O)c2cc(-c3cccs3)nc3ccccc23)c1 | -2 | 101 | 109 | 111 | 101 | 0 | 18 | 98 | 100 | -10 | 84
CCCCCn1c(CCNC(=O)CCC)nc2ccccc21 | 6 | 99 | 99 | 101 | 100 | 1 | 11 | 97 | 97 | x | 107
COc1ccc2c(c1)CCCC21NC(=O)N(CC(N)=O)C1=O (stereo unspecified) | -2 | 105 | 105 | 103 | 105 | -1 | -7 | 105 | 101 | x | 102
CCOc1ccc(N(C(=O)Nc2ccccc2)C2=NCCC2)cc1 | -6 | 103 | 103 | 106 | 103 | -4 | 19 | 102 | 101 | x | 99
O=C(O)c1cccc(S(=O)(=O)Nc2ccc(O)cc2Sc2nc3ccccc3s2)c1 | -58 | 97 | 99 | 101 | 95 | -6 | 49 | 98 | 95 | -20 | 97

Individual results from above.
Value for `COc1cccc(/C(C)=N/Nc2ncc(Cl)cc2Cl)c1` in Rac1 act GTP bind: 100
Value for `CN1C(=O)CC(C(=O)O)SC1=Nc1cccc(C(F)(F)F)c1` (stereo unspecified) in Rab2A wt mod: 100

More records follow.
SMILES | Mcl1 Bid PPI | HRas wt GTP bind | Cdc42 wt | Rac1 wt GTP bind | Rab2A wt mod | Bim-Mcl-1 | Mcl1 Noxa PPI | Rab7 wt GTP bind | Rac1 act GTP bind | Pf gametocyte | RGS8-Gao
Cc1ccc(NC(=O)CN(c2cc(C)cc(C)c2)S(=O)(=O)c2c(C)noc2C)nc1 | -4 | 96 | 99 | 96 | 97 | -3 | 15 | 99 | 94 | x | 101
Cc1ccc(N2CC(C(=O)Nc3cccnc3)CC2=O)cc1 (stereo unspecified) | -33 | 103 | 100 | 100 | 103 | -4 | 15 | 97 | 100 | 11 | 83
CCn1c(SCC(=O)N2CCCc3ccccc32)nnc1-c1cccs1 | -24 | 103 | 102 | 106 | 101 | -1 | -6 | 102 | 99 | x | 100
COc1ccccc1NC(=O)/C(C#N)=C/c1c(C)nn(-c2ccc(F)cc2)c1Cl | -18 | 101 | 101 | 102 | 100 | 2 | 3 | 96 | 100 | -30 | 102
Cc1cc(NC(=O)c2cc3n(n2)C(C(F)(F)F)CC(c2ccco2)N3)n(-c2ccccc2)n1 (stereo unspecified) | -40 | 97 | 97 | 97 | 95 | 0 | -3 | 97 | 95 | x | 103
CCOc1cc(/C=N/NC(=S)Nc2ccccc2C(F)(F)F)ccc1OCC(=O)N1CCOCC1 | -11 | 99 | 98 | 100 | 97 | -2 | 14 | 98 | 95 | x | 97
O=C(Nc1ccccn1)c1ccco1 | -9 | 101 | 105 | 103 | 103 | -2 | 7 | 100 | 99 | -5 | 110
COc1ccc(/C(N)=N/OC(=O)Cc2cccs2)cc1 | 6 | 103 | 104 | 109 | 102 | -2 | 23 | 100 | 101 | -19 | 106
Cc1cc(NC(=O)CCN2C(=O)C3C4C=CC(C4)C3C2=O)c2ccccc2n1 (stereo unspecified) | -7 | 101 | 103 | 103 | 102 | -1 | 8 | 102 | 100 | 12 | 99
Clc1cc(Cl)c2nc(N3CCCCC3)sc2c1 | -6 | 101 | 102 | 98 | 98 | -3 | 8 | 97 | 98 | 2 | 99
CC(C)(C)NC(=O)C(c1ccc(F)cc1)N(CCc1ccccc1)C(=O)c1ccn[nH]1 (stereo unspecified) | 1 | 94 | 95 | 98 | 93 | -1 | -20 | 93 | 91 | x | 101
CCOC(=O)N1CCN(C(=O)c2ccc3c(=O)n(CCc4ccccc4)c(=O)[nH]c3c2)CC1 | 9 | 99 | 101 | 102 | 98 | 0 | 6 | 100 | 99 | x | 97
NNC(=O)[C@H]1C[C@@H]1c1ccccc1 | -7 | u | u | u | u | 0 | 8 | u | u | -5 | 101
O=C(/C=C/c1cccs1)NC(=S)Nc1ccccc1 | -22 | 95 | 93 | 96 | 95 | 1 | 6 | 98 | 93 | 11 | 106
Cc1ccc(-c2noc(CN(C(=O)c3cccs3)C(C)C)n2)cc1 | 4 | 105 | 107 | 110 | 103 | -5 | 6 | 99 | 102 | 3 | 99
